Fluorescein autfl: fluorescein region autofluorescence | Compound autofluorescence, 480/540 nm, fluorescein-equivalent; stronger effect = higher value | max fluorescein-equivalent concentration, M | 59,000 tested, 0.91% active | AID 593; in the data active = max fluorescein-equivalent concentration above about 10 nM; inconclusive = between about 1.1 nM and that limit
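In this qHTS profile, compound fluorescence was measured with a 480 nm/540 nm filter pair following a 15-min room-temperature incubation in 100 mM Tris (pH 8.0). A six-point fluorescein series on each plate served for normalization.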
Caspase-7 inhib: allosteric or competitive inhibitors of human caspase-7; P55210; recombinant caspase-7, Ac-DEVD-AFC fluorescence rate; Potency, µM (top dose mostly 57.5 µM), for inactives: top-dose activity change, negative = inhibition, hits mostly inhibitors; 75,000 tested, 0.02% active; active = well fitted inhibition curve with a large enough effect in the main read-out, with a control signal flat, not every such curve was filed as active; inconclusive = small, poorly fitted or top-dose-only effect, or a change in a side signal; also: potency is read from the fitted curve at half-maximal effect; % of control where 0% means no effect
Texas Red fluor: compound fluoresces in the Texas Red spectral region; Compound fluorescence, Texas Red channel, 547/618 nm; stronger effect = higher value; max dye-equivalent concentration, M; 59,000 tested, 0.06% active; AID 587; in the data active = max dye-equivalent concentration above about 10 nM; inconclusive = between about 1.1 nM and that limit
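Dye-equivalent concentrations come from scaling compound signal (ex 547, em 618 nm) to six Texas Red standard concentrations run on every plate, after 15 min room-temperature incubation in pH 8.0 Tris (100 mM).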
HEK293 cAMP ctrl: counter-screen for TSHR agonists: cAMP increase in parental HEK293. parental HEK293 CNG cAMP sensor, membrane potential fluorescence. 73,000 tested, 2.5% active. Potency, µM (highest dose often 57.1 µM), for inactives: at the highest dose activation, most hits filed as activators; also: potency is read from the fitted curve at half-maximal effect; % of control where 0% means no effect; nearly all actives have a fitted effect of over 55% in size
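Parental HEK 293 cells stably expressing a modified CNG channel (no TSHR) report cAMP rise as membrane depolarization. Membrane potential dye with 100 uM RO 20-1724 was loaded for 60 min at room temperature, then compound added for 30 min; fluorescence read at 590 nm.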
Tau filament bind: binds recombinant human tau filaments. recombinant tau filaments, thioflavin S fluorescence, 15 h; filaments grown with octadecylsulfate alongside compound. 71,000 tested, 2% active. Potency, µM (highest dose often 57.1 µM), for the others: at the top dose activity change, negative = inhibition. AID 596;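 also: potency is read from the fitted curve at half-maximal effect; % is scaled to controls: 0 for no effect and ±100 for the full control effect; actives lower thioflavin S fluorescence by blocking filaments or displacing dye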
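Tau 2 uM in ThS buffer dispensed; compound added; 60 uM ODS added (finals 1 uM tau, 30 uM ODS); 15 h 37 C; fluor ex450/em510.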
Rhodamine fluor: compound fluoresces in the rhodamine spectral region | Rhodamine-region fluorescence, 547/598 nm, Tris buffer; stronger effect = higher value | max dye-equivalent concentration, M | 59,000 tested, 0.05% active; in the data active = max dye-equivalent concentration above about 11 nM; inconclusive = between about 1.1 nM and that limit
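qHTS spectral profiling of compounds without any target or enzyme present, in pH 8.0 Tris buffer; plates were read after a 15-minute room-temperature incubation using the rhodamine-region filter set.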
Caspase-1 inhib: allosteric or competitive inhibitors of human caspase-1. P29466. Caspase-1 enzyme, Ac-WEHD-AFC fluorogenic rate. Potency, µM (highest dose often 57.5 µM), without a hit: top-dose activity change, negative = inhibition, usual class: inhibitors. 75,000 tested, 0.03% active;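 also: potency is read from the fitted curve at half-maximal effect; plate controls were vehicle for no effect and no substrate for full effect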
Target sequence (P29466 120-297 limits assumed): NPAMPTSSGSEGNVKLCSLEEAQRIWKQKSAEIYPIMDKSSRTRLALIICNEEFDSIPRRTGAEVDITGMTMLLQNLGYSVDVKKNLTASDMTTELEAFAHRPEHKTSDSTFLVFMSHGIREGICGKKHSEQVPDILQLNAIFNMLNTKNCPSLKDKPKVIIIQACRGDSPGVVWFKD
Target sequence (P29466 317-404 limits assumed): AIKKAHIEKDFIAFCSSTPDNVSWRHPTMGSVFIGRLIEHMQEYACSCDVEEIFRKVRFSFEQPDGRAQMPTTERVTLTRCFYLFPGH
4MU fluor: 4-MU region autofluorescence; compound autofluorescence, 340/450 nm, 4-MU equivalents; stronger effect = higher value; max dye-equivalent concentration, M; 59,000 tested, 11% active; AID 589; in the data active = max dye-equivalent concentration above about 10 nM; inconclusive = mostly about 1.1 nM to 9.6 nM
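Compounds in 100 mM Tris, pH 8.0, incubated 15 min at room temperature, then fluorescence read at 340 nm excitation/450 nm emission. Signal converted to 4-MU dye-equivalent concentration using an on-plate six-point 4-MU standard curve.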
ERK AVP block: inhibitors of vasopressin-stimulated ERK signaling pathway | HEK293-V1b, vasopressin-stimulated pERK AlphaScreen | Potency, µM (highest dose often 57.5 µM), inactives show at the highest dose activity, negative = inhibition, usual class: inhibitors | 72,000 tested, 0.99% active; also: potency is read from the fitted curve at half-maximal effect; % is scaled to controls: 0 for no effect and ±100 for the full control effect; nearly all actives have a fitted effect of over 55% in size
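qHTS, compounds titrated on V1b-expressing HEK293 cells. Preincubation 30 min at 37C, vasopressin 25 nM for 5 min, lysis 10 min, bead incubation 5 hr at room temperature.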
FLuc inh: blocks Photinus pyralis firefly luciferase activity; P08659; purified firefly luciferase, luminescence, 8 min; Potency, µM (highest dose often 57.1 µM), inactives show at the highest dose activity change, negative = inhibition, usual class: inhibitors; 72,000 tested, 2.2% active; also: potency is read from the fitted curve at half-maximal effect; % is scaled to controls: 0 for no effect and ±100 for the full control effect; nearly all actives have a fitted effect of over 40% in size
Target sequence (P08659 whole entry, looked up): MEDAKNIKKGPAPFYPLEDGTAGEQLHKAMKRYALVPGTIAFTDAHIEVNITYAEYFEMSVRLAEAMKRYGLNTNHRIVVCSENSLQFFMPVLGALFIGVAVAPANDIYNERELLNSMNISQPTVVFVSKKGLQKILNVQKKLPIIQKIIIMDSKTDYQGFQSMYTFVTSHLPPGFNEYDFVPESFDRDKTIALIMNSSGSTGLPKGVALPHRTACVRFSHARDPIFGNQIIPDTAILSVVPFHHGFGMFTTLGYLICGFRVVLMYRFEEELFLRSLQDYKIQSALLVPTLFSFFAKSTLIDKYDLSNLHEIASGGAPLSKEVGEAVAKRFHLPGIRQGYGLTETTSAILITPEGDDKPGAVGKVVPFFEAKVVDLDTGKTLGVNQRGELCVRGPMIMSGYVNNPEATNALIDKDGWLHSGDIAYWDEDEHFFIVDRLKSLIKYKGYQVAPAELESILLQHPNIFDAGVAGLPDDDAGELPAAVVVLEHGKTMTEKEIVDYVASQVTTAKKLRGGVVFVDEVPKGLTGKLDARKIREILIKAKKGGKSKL
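qHTS concentration-response profiling: light output of P. pyralis luciferase with luciferin and 10 uM ATP, imidazole buffer pH 7.2. Read by luminescence after 8-min room-temperature incubation.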
A350 fluor: compound fluoresces in the Alexa 350 spectral region. Compound autofluorescence, 340/450 nm, Alexa 350 dye-equivalents; stronger effect = higher value. max dye-equivalent concentration, M. 59,000 tested, 11% active; in the data active = max dye-equivalent concentration above about 10 nM; inconclusive = mostly about 1.1 nM to 9.6 nM
* hit, by the source's call; i = inactive; ? = inconclusive; / = not tested or not shown; [ ] = another dose, or the depositor's remark. Unless noted, calls follow the shape of the dose curve; as a rule, active = well fitted curve in the direction sought with a large enough effect; inconclusive = small, poorly fitted or top-dose-only effect, or another doubt; inactive = no such curve, though single readings can be large; an effect the other way counts as inactive or inconclusive. The list is partial. The share of hits here may be higher or lower than overall.

no.	SMILES	HEK293 cAMP ctrl	Texas Red fluor	4MU fluor	Caspase-7 inhib	Caspase-1 inhib	FLuc inh	Tau filament bind	A350 fluor	ERK AVP block	Rhodamine fluor	Fluorescein autfl
1	CN(C)c1ccc(-c2noc(C3CCN(S(=O)(=O)c4ccc(C(=O)O)cc4)CC3)n2)cc1	14.8%	i	i	0.1%	-1.4%	-1.5%	-7.1%	i	-20.8%	i	i
2	COC(=O)c1cc(=O)n2c(-c3ccccc3)csc2n1	6.0%	?	i	0.0%	3.0%	2.6%	-2.6%	i	9.5%	i	?
3	O=C(NCC1CCCO1)C(C(=O)c1ccccc1)n1ccccc1=O (stereo not given)	-2.0%	i	i	-0.3%	2.4%	0.9%	-0.8%	i	1.2%	i	?
4	COc1ccc(OC)c(C(c2nnnn2CCc2ccccc2)N2CCC(C(N)=O)CC2)c1 (stereo not given)	14.2%	?	i	0.1%	0.9%	1.0%	9.5%	?	-13.9%	i	i
5	CCS(=O)(=O)N1CCCC(C(=O)NC2CCCCC2C)C1 (stereo not given)	6.2%	i	i	-0.1%	-1.0%	3.5%	6.2%	i	9.0%	i	i
6	COc1ccc(OC)c(NC2c3ccccc3C(=O)N2c2cccnc2)c1 (stereo not given)	3.6%	/	/	-2.1%	-1.3%	3.6%	?	/	-0.7%	/	/
7	CNC[C@H](O)c1ccc(OC(=O)C(C)(C)C)c(OC(=O)C(C)(C)C)c1	12.1%[25.6 µM]	i	i	0.4%[25.7 µM]	-4.2%[25.7 µM]	6.1%[25.5 µM]	-19.5%[25.6 µM]	i	-12.6%[25.7 µM]	i	i
8	COc1cc(CN2CCC(C(=O)NC3CCCC3)CC2)ccc1O	-2.7%	i	i	-0.7%	2.1%	-0.1%	0.6%	i	25.6%	i	?
9	COc1ccccc1CNC(=O)C1CCN(S(=O)(=O)N2CC(C)CC(C)C2)CC1 (stereo not given)	1.4%	i	i	0.7%	0.0%	1.8%	-1.1%	i	4.8%	i	i
10	Cc1cc(C(=O)N2CCN(C(c3ccccc3)c3ccccc3)CC2)no1	-5.2%	i	i	-1.5%	-2.5%	2.9%	4.8%	i	17.1%	i	i
11	CC(=O)N(Cc1cc(=O)[nH]c2ccccc12)c1cccc(C)c1	2.0%	i	i	-5.5%	0.1%	-1.8%	-3.6%	i	-20.9%	i	?
12	FC(F)(F)c1cccc(Cl)c1	22.7%	/	/	3.1%	-1.5%	/	-7.6%	/	4.0%	/	/
13	CC(=O)c1c(C)[nH]c(C(=O)NCc2ccccc2Cl)c1C	24.1%	?	i	4.8%	0.2%	-40.0%	-1.3%	?	?	i	?
14	CCC(C)NC(=O)CS(=O)Cc1nc(-c2cccc(OC)c2)oc1C (stereo not given)	4.3%	/	/	-2.1%	-3.4%	-1.8%	3.4%	/	?	/	/
15	CC(C(=O)O)n1nc2ccccc2n1 (stereo not given)	4.5%	i	i	-1.2%	-1.2%	-2.8%	-15.6%	i	2.8%	i	?
16	Cc1cccc(CNc2ncnc3ccc(-c4c(C)noc4C)cc23)c1	?	i	i	-2.4%	-4.2%	1.4%[2.29 µM]	2.4%	i	?	i	?
17	CN1CCN(C(=O)c2cc3sccc3n2CC(=O)c2ccccc2)CC1	13.7%	i	i	8.0%	2.6%	1.8%	-5.3%	?	-20.4%	i	?
18	CN(C(=O)C1CCN(S(=O)(=O)c2cccs2)CC1)C1CCCCC1	8.2%	i	i	6.7%	?	2.6%	8.7%	i	2.0%	i	i
19	CC(C)Cc1[nH]c(=O)c(C#N)c2c1COC(C)(C)C2	/	i	?	/	/	0.7%[25.5 µM]	/	1.2e-08M*	/	i	i
20	CCN(C(C)=O)c1nnc(CSc2nc3ccccc3s2)s1	?	i	i	-5.7%	-2.8%	-2.2%	7.0%	i	?	i	?
21	Fc1ccc(C(c2nnnn2Cc2cccs2)N2CCN(C3CCCC3)CC2)cc1 (stereo not given)	?	i	i	0.2%	-2.4%	2.7%	0.0%	i	-3.6%	i	i
22	COc1cccc(C2=NOC(C(=O)NCCN3CCOCC3)C2)c1 (stereo not given)	2.9%[2.29 µM]	i	i	-6.4%	-1.7%	2.6%	2.6%	i	18.0%	i	i
23	O=C(OCC(=O)c1ccco1)c1ccc2ncsc2c1	-6.3%	i	i	-1.8%	1.1%	-12.4%	1.2%	i	23.4%	i	?
24	Cc1cccc(-c2nnc(NC(=O)c3ccc(Cl)cc3)o2)c1	8.6%	i	i	0.1%	-0.1%	1.2%	3.4%	i	?	i	i
25	COc1ccc(Oc2ncc3nc(-c4ccc(Cl)cc4)c(=O)n(C)c3n2)cc1	0.3%	i	i	-4.6%	-2.5%	-0.3%[11.4 µM]	-2.1%	i	2.0%	i	i
26	CN1CCN(CCCN)CC1	0.6%[11.4 µM]	i	i	3.3%[11.5 µM]	-4.5%[11.5 µM]	1.6%[11.4 µM]	1.3%[11.4 µM]	i	-3.3%[11.5 µM]	i	i
27	Cc1c(NC(=O)Cn2nc(C(F)(F)F)c3c2CCCC3)c(=O)n(-c2ccccc2)n1C	0.8%	i	i	-1.6%	0.0%	-0.2%	3.9%	i	-6.8%	i	i
28	O=C(Nc1nccs1)C1C2CC3OC(=O)C1C3C2 (stereo not given)	?	i	i	-0.9%	1.6%	-0.1%	8.0%	i	-24.6%	i	i
29	CCCCC(=O)N(C)C	23.5%	/	/	0.7%	-2.4%	/	2.0%	/	-3.6%	/	/
30	COc1cc(CNC2CCC(C)C2)cc(OC)c1 (stereo not given)	?	i	i	-0.9%	1.1%	1.1%	-22.1%	i	-22.4%	i	i
31	CC1(C)Cc2c(c(N3CCOCC3)nc3snc(Br)c23)CO1	/	i	i	/	/	-0.2%[25.5 µM]	/	i	/	i	i
32	O=C(Cc1cccs1)Nc1ccccn1	4.0%	i	i	-7.3%	-3.8%	-0.5%	-15.7%	i	0.8%	i	i
33	O=C(O)C1C2CCC(C2)C1C(=O)Nc1nc2ccccc2s1 (stereo not given)	1.4%	i	i	0.3%	1.5%	-0.5%	-6.4%	i	-9.2%	i	i
34	COc1cc(CN(C(=O)c2ccco2)c2ccc(C)cc2)ccc1O	23.0%	i	i	-1.5%	0.0%	3.2%	3.5%	i	?	i	i
35	CC(C)c1c(O)nc(SCCC(=O)O)[nH]c1=O	-2.6%	?	i	-1.1%	1.8%	-0.4%	-7.8%	i	3.1%	i	?
36	CCCCCn1c(SCC#N)nc2cc(C(=O)NCC3CCCO3)ccc2c1=O (stereo not given)	5.9%	?	i	-0.6%	1.1%	-0.3%	9.8%	?	-23.5%	i	i
37	CCOc1ccc(C(=O)C2CCN(C(=O)c3ccccc3C(=O)O)CC2)cc1	5.8%	i	i	1.5%	0.6%	1.8%	2.9%	i	4.5%	i	i
38	CCN1CCN(S(=O)(=O)c2ccc(S(=O)(=O)NCC3CCCO3)cc2)CC1 (stereo not given)	8.7%	i	i	2.6%	-1.8%	0.5%	-8.6%	i	-1.8%	i	i
39	Cc1ccc(NC(=O)C2CC(=O)NC(Nc3cccc(C)c3)=N2)cc1 (stereo not given)	?	i	i	-0.8%	-0.9%	-12.9%	3.5%	i	-6.8%	i	i
40	CCOc1ccc(-c2nnc(-c3ccncc3)o2)cc1	17.9%	i	i	0.0%	-1.3%	-21.1%	4.4%	?	-9.5%	i	i
41	O=C(O)C1C2C=CC(C2)C1C(=O)NCCc1cccc(Cl)c1 (stereo not given)	6.7%	/	/	0.7%	-0.3%	-2.2%	5.0%	/	4.6%	/	/
42	CCCSc1nnc(-c2ccccc2N)c(=O)[nH]1	4.2%	/	/	-2.6%	-0.1%	-1.4%	-12.5%	/	?	/	/
